FAS-TE inh: blocks the thioesterase domain of human fatty acid synthase; P49327; recombinant FAS-TE, OMFH fluorogenic substrate, fluorescence endpoint; inhibition, % at 15 µM; actives 0.67% (n = 360,000);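 active = compounds whose normalised, plate-corrected inhibition of enzyme fluorescence in the single-dose primary screen is 50% or more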;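 note: 0% = DMSO with enzyme and 100% = substrate without enzyme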
MsrA inh: inhibitors of bovine MsrA. purified bovine MsrA, absorbance read-out. inhibition, % at 15.5 µM. actives 0.75% (n = 360,000). AID 651718; in the data active = inhibition above about 4.5%;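 note: 0% = vehicle wells with enzyme and 100% = reference inhibitor wells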
bovine MsrA act: bovine methionine sulfoxide reductase A activation; actives 0.3% (n = 360,000); purified bovine MsrA, absorbance read-out; activation, % at 10.6 µM; AID 602163; in the data active = activation above about 7.5%;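 note: 0% = vehicle and 100% = reference activator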
eLon inh: inhibits E. coli Lon protease; P0A9M0; purified E. coli Lon protease, fluorescence polarization; inhibition, % at 7.94 µM; actives 0.42% (n = 360,000); AID 602123; in the data active = inhibition above about 13%, passing the limit was not always enough;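 note: 0% = enzyme with probe and DMSO and 100% = no enzyme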
CSN deneddyl inh: blocks human CSN-mediated cullin deneddylation. Q92905. Purified CSN, SCF-Nedd8-OG deneddylation, fluorescence polarization. actives 0.38% (n = 360,000). AID 651999. inhibition, % at 12.5 µM;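 active = pattern-corrected inhibition above about 35%, with an unprinted fluorescence ratio check between 0.5 and 1.5, limit read from the data, passing the limit was not always enough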;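 note: 0% = enzyme with substrate and 100% = substrate without enzyme; some results filed as inactive read as strong as hits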
Target sequence (Q92905 whole entry, looked up, one chain of several): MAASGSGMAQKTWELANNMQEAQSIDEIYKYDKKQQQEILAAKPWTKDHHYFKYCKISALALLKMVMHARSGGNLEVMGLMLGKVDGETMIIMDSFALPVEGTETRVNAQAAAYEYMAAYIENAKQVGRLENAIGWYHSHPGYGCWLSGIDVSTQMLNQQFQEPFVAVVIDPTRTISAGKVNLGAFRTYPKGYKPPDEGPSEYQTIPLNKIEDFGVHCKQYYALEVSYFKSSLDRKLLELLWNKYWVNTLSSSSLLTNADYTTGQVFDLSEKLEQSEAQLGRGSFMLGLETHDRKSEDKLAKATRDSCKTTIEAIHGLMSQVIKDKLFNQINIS
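Schedule: reaction 90 min, room temperature / Assay system: HEK293T-derived human Csn5 enzyme / Input: Csn5 at 0.24 nM final / Measure: inhibition of Csn5 cleavage, % / Control set: substrate-only high control, full reaction low control / Technique: fluorescence polarization of the substrate / Buffer or medium: Tris/NaCl/DTT buffer, pH 7.5 / Reagent: SCFSkp2-Nedd8OG substrate at 10 nM final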
PABP1 MLLE inh: blocks PAM2 peptide binding to the PABP1 MLLE domain | inhibition, % at 20 µM | actives 0.36% (n = 360,000) | P11940 | AID 588489 | GST-MLLE / FITC-PAM2 fluorescence polarization; in the data active = inhibition above about 35%, passing the limit was not always enough;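 note: plate controls were DMSO wells with GST-MLLE for no effect and wells lacking GST-MLLE protein for full effect; some results filed as inactive read as strong as hits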
Neddyl block: cullin neddylation inhibition; P61081+Q13564; TR-FRET cullin neddylation, biochemical; calls only at 25 µM; actives 0.58% (n = 360,000); AID 651699; in the data active = inhibition above about 36%
Target sequence (P61081 whole entry, looked up): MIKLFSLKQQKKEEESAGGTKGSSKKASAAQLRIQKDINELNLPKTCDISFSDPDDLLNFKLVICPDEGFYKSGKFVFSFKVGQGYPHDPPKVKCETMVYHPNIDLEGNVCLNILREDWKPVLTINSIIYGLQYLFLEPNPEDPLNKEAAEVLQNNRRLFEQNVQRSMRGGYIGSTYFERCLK
Target sequence (Q13564 whole entry, looked up): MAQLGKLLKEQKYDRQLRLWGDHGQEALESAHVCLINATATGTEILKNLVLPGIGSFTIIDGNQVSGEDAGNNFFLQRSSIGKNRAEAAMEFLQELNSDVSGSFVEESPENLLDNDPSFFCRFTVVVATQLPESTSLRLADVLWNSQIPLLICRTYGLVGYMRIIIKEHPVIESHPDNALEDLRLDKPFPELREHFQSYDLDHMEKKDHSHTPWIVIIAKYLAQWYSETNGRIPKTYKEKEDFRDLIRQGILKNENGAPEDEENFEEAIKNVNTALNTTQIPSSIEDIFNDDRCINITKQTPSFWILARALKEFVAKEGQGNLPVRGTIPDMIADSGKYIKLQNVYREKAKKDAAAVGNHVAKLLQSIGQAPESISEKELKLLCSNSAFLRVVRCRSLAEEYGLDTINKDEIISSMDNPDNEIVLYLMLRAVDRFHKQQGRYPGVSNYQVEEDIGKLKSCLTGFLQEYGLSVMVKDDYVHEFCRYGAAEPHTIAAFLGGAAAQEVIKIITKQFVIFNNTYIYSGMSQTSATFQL
Rin1-Abl PPI inh: inhibitors of human Rin1-Abl protein interaction | P00519+Q13671 | TR-FRET Rin1/Abl binding, biochemical | actives 0.4% (n = 360,000) | inhibition, % at 7.35 µM; in the data active = inhibition above about 5%, passing the limit was not always enough
Tb MetRS inh: blocks T. brucei methionyl-tRNA synthetase activity; purified T. brucei MetRS, ATP depletion, Kinase-Glo luminescence; inhibition, % at 11.9 µM; actives 0.4% (n = 360,000); AID 624268;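 active = inhibition above a per-plate cutoff of the control wells' mean inhibition plus 3 SD, cut at about 5.5% in these data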;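 note: 0% = DMSO wells median and 100% = median of wells with control inhibitor compound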
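Material: T. brucei methionyl-tRNA synthetase, purified; reagent: substrates ATP, L-methionine and bulk Escherichia coli tRNA; dosing: 11.9 µM single point; timing: 15 min plus 2 h at 25 °C; detection: luminescence of leftover ATP; evaluation: % inhibition; control set: DMSO-only wells as low control; replicates: singlicate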
* marks the source's active call; other numbers are inactive results; i = inactive; nt = not tested or not shown.

SMILES | FAS-TE inh | MsrA inh | bovine MsrA act | eLon inh | CSN deneddyl inh | PABP1 MLLE inh | Neddyl block | Rin1-Abl PPI inh | Tb MetRS inh
COc1cc2c(cc1OC)C(c1cccc(C)c1)CC(=O)N2 (centres undefined) | -7.9 | -1.6 | -2.0 | -0.3 | -11.6 | -13.3 | i | -1.8 | -0.3
O=C(CCNC(=O)N1CCn2c1nc1ccccc12)NCc1ccc(Cl)cc1 | 0.8 | 0.3 | -2.0 | 5.6 | -4.2 | -1.5 | i | 5.3 | 0.2
O=C(CN(Cc1ccc(F)cc1)C(=O)CCC(=O)Nc1nccs1)NCc1ccccc1 | -2.9 | 1.1 | -0.9 | -5.8 | 0.0 | 4.3 | i | 0.8 | 0.0
C=CCn1c(CNc2ccccc2)nnc1SCC(=O)N/N=C/c1ccccc1O | 9.4 | 1.5 | -3.9 | -2.7 | 5.9 | -11.9 | i | -2.3 | 0.4
Cc1ccc(C(=O)NNC(=O)CCCN2C(=O)/C(=C/c3ccccc3Cl)SC2=S)cc1 | 13.3 | 1.6 | -0.4 | -4.1 | 5.1 | -2.6 | i | 2.8 | 0.2
Cc1ccc(-n2c(CNc3ccc(F)cc3)nnc2SCC(=O)O)cc1 | -4.4 | -0.4 | -2.0 | 2.9 | -4.8 | -24.8 | i | -0.8 | 0.2
CCN1CCN(CCCNC(=O)c2cn(CCOC)c(=O)c3c2c2ccccc2n3C)CC1 | -3.3 | nt | -0.9 | 0.7 | 1.0 | -15.9 | i | -1.2 | 0.5
COC(=O)c1cccc(C(=O)N2CCCC(Nc3ccc4c(c3)OCCO4)C2)c1 (centres undefined) | -7.7 | 0.1 | -1.9 | 3.1 | -3.3 | -2.7 | i | 2.0 | -0.6
CCCCn1nnnc1C(c1cc2ccccc2o1)N1CCOCC1 (centres undefined) | -8.1 | -0.5 | -1.6 | 3.3 | -2.1 | nt | i | nt | 0.0
CC1=C(C(=O)Nc2cccc(C)c2C)C(c2cccs2)NC(=S)N1 (centres undefined) | -11.9 | -0.5 | -8.3 | 0.7 | -14.0 | -143.3 | i | 3.5 | -0.3
CN1c2ccccc2Oc2c(c(=O)n(C)c(=O)n2C)C1c1cccc([N+](=O)[O-])c1 (centres undefined) | 0.7 | 0.5 | -2.7 | -10.5 | -1.9 | -3.3 | i | 0.3 | -1.0
Cc1ccc(-n2ncc3c2ncn2nc(-c4ccco4)nc32)c(C)c1 | -12.9 | -0.1 | -2.2 | -10.2 | 5.2 | -13.3 | nt | -0.9 | -0.1
Cc1nc(S(=O)(=O)c2cccc(Cl)c2)nc2c1CCC2 | 2.8 | 1.5 | 0.1 | -4.0 | 1.4 | 1.7 | i | 0.6 | -0.3
OC(CSc1ccccc1Cl)CN1CCN(c2ccc(F)cc2)CC1 (centres undefined) | 12.1 | 0.0 | -0.9 | -8.8 | 0.8 | 1.7 | i | 6.3 | 0.0
N#C/C(=C/C1=C(N2CCOCC2)C(=C/c2cccc([N+](=O)[O-])c2)/CC1)C(=O)Nc1ccccc1F | 18.0 | -0.2 | -4.0 | -25.3 | 53.2* | -79.1 | i | 0.3 | -0.4
O=C(Nc1ccc(S(=O)(=O)Nc2ncccn2)cc1)c1ccccc1Cl | -3.3 | 0.5 | -1.8 | -1.6 | 1.0 | 0.7 | i | -0.3 | -0.1
C[C@H]1COC(=O)[C@@H](Cc2ccc(F)cc2)CC/C=C/C[C@@H](CC(=O)N(CCO)Cc2ccccc2)C(=O)N1 | -10.8 | 1.9 | -1.5 | -3.9 | -3.5 | -0.2 | i | 1.4 | -0.4
Clc1ccc(-c2cnc3cccnn23)cc1 | -2.0 | 0.0 | -3.9 | -9.7 | 0.2 | 0.7 | nt | 3.4 | -0.1
CC(=O)Nc1cncc(-c2ccccc2N(C)C)n1 | -4.9 | 1.4 | 3.2 | -1.5 | -0.9 | -3.6 | nt | 0.9 | 0.2
Cc1ccn2cc(-c3ccc4c(c3)NC(=O)CO4)nc2c1 | -11.9 | 3.2 | -6.3 | 12.6 | 53.7* | -5.5 | i | 1.8 | -1.0
O=C1NCCN(Cc2cccc(Oc3ccccc3)c2)C1CC(=O)N1CCCO1 (centres undefined) | -3.2 | 1.1 | -4.5 | -3.9 | 1.0 | 10.6 | i | 0.4 | 0.2
CC(C)C(=O)Nc1ccc(C(=O)NNC(=O)NC2CCCCC2)cc1 | -6.7 | -0.6 | -1.2 | -1.9 | 1.6 | -9.7 | i | 0.9 | -0.3
Cc1ccc(S(=O)(=O)N2[C@@H](c3ccc(Cl)cc3)C(C(=O)O)=CC[C@H]2c2ccc(Cl)c(Cl)c2)cc1 | 41.3 | -0.8 | 0.1 | -8.8 | 3.5 | 0.5 | i | -1.2 | 0.1
CN(Cc1ccccc1)C(=O)[C@@H]1CCCN1C(=O)[C@@H]1CCCN1C(=O)c1ccc(Cl)cc1 | -12.5 | 0.1 | -4.0 | 6.2 | -4.9 | nt | i | nt | 0.6
COc1ccc(NC(=O)C2CCN(c3nc(C)cc(C)n3)CC2)cc1 | -3.2 | 0.3 | -0.9 | -2.9 | -0.5 | -3.7 | i | 1.1 | 0.1

Three compounds out of the list, ordered by count of non-hydrogen atoms, falling.
SMILES | FAS-TE inh | MsrA inh | bovine MsrA act | eLon inh | CSN deneddyl inh | PABP1 MLLE inh | Neddyl block | Rin1-Abl PPI inh | Tb MetRS inh
Cc1ccc(C(=O)NNC(=O)CCCN2C(=O)/C(=C/c3ccccc3Cl)SC2=S)cc1 | 13.3 | 1.6 | -0.4 | -4.1 | 5.1 | -2.6 | i | 2.8 | 0.2
Cc1ccc(-n2c(CNc3ccc(F)cc3)nnc2SCC(=O)O)cc1 | -4.4 | -0.4 | -2.0 | 2.9 | -4.8 | -24.8 | i | -0.8 | 0.2
CCCCn1nnnc1C(c1cc2ccccc2o1)N1CCOCC1 (centres undefined) | -8.1 | -0.5 | -1.6 | 3.3 | -2.1 | nt | i | nt | 0.0

(next part)
SMILES | FAS-TE inh | MsrA inh | bovine MsrA act | eLon inh | CSN deneddyl inh | PABP1 MLLE inh | Neddyl block | Rin1-Abl PPI inh | Tb MetRS inh
CCOC(=O)N1CCN(C(=O)c2cc(COc3cccc(C(C)=O)c3)on2)CC1 | -0.9 | 0.9 | -5.3 | 8.7 | 1.4 | 6.2 | i | 3.3 | -0.6
Cc1cccc(/C=C/c2nc3ccccc3c(=O)n2Cc2ccccc2)c1 | 43.3 | 2.4 | -9.1 | 0.5 | 1.7 | -2.7 | i | -1.4 | -0.8
NC(=O)Cc1ccc2c(c1)[nH]c1ccccc12 | -1.4 | 1.7 | -9.3 | 1.9 | 2.8 | -11.6 | i | -2.7 | -1.5
Oc1ccc(C=NNc2nc3ccccc3s2)c(O)c1 | 15.1 | 1.2 | -4.4 | -10.2 | 1.0 | -6.6 | i | 5.5 | 0.0
Cc1ccc(NC(=O)CNC(=O)CN2C(=O)c3ccccc3C2=O)cc1 | -2.0 | -0.5 | -8.5 | -1.1 | 2.5 | 1.3 | i | 1.7 | -1.1
CCC(=O)c1ccc(OCC(=O)OCC(=O)N2CCCc3ccccc32)cc1 | 7.4 | -0.6 | -2.0 | -1.7 | 1.1 | 2.3 | i | -0.5 | 0.0
CC(=O)c1ccc(NC(=O)c2cc(CC(C)C)nc3ccccc23)cc1 | 3.8 | 1.5 | -6.3 | 9.6 | 4.4 | -4.8 | i | 0.0 | -1.1
COc1ccc(OC)c(S(=O)(=O)Nc2ccc(C(N)=O)cc2)c1 | -6.8 | 0.1 | -1.5 | -11.6 | 3.6 | -10.8 | i | -2.3 | -1.2
CN(C)c1ccc(N/C=C/C(=O)c2ccco2)cc1 | -7.8 | 0.9 | -0.4 | 4.9 | 7.1 | -37.6 | i | 4.5 | 0.7
O=c1[nH][nH]c(C(F)(F)F)c1C=NCc1ccccc1Cl | 2.2 | 0.6 | -2.8 | -10.2 | 0.3 | -11.4 | i | -5.3 | -0.1
COc1ccc(Cl)c(-c2cc(C(=O)NCc3ccco3)[nH]n2)c1 | -1.4 | -1.0 | -5.6 | -3.3 | -1.1 | 19.2 | i | 1.6 | 0.1
C#CCN1CCc2onc(-c3ccccc3OC)c2C1=O | -5.4 | -0.5 | -7.4 | -4.7 | 2.1 | -1.9 | i | 4.9 | -0.5
Cc1cc(C)c2cc(CN(CCN3CCCC3)C(=O)Nc3ccc(F)cc3)c(=O)[nH]c2c1 | -4.7 | 0.4 | -6.9 | -13.5 | -1.1 | -30.7 | i | -5.3 | 0.5
Cc1ccc(S(=O)(=O)Nc2ccc(-c3ccc4nncn4n3)cc2)cc1 | 7.4 | 1.9 | -7.3 | 3.2 | 5.9 | -10.2 | i | 2.4 | -0.4
COc1ccc(CN(CC(=O)NC2CCCC2)C(=O)c2ccc(-c3ccccc3)[nH]2)cc1 | 19.2 | 1.9 | -0.8 | 5.3 | 7.9 | -5.3 | i | 5.1 | -0.3
O=C(Cn1cnc2c(nnn2-c2ccccc2)c1=O)NCc1ccco1 | -5.0 | -1.1 | 4.8 | -4.7 | -2.9 | 3.9 | i | -0.5 | -0.4
COc1ccc(CNCCC(c2ccccc2)c2ccc(OC(C)C)cc2)cc1OC (centres undefined) | -8.8 | -2.4 | -3.4 | 4.3 | -2.3 | -6.2 | i | 2.0 | -1.0
Cc1ccc(N/C(SCc2ccccc2C)=C(/C#N)C(=O)NCc2ccco2)cc1C | 30.2 | 2.2 | -3.0 | 13.7 | 0.9 | 8.2 | i | 0.2 | 0.4
CCc1ccc(S(=O)(=O)N2CCN(c3ccccc3OC)CC2)cc1 | 14.8 | 0.5 | -2.8 | -14.2 | 2.3 | 8.4 | i | -2.6 | -0.8
CC1CCc2c(sc3nc(C(C)(C)C)nc(N4CCN(C(=O)CCl)CC4)c23)C1 (centres undefined) | 41.2 | 0.8 | 0.8 | 5.3 | -2.6 | 17.8 | i | 1.3 | -0.7
O=C(NCC(=O)N1CCOCC1)c1ccc(Cl)c(Cl)c1 | -8.5 | -0.8 | -3.2 | -0.6 | -2.2 | -7.5 | i | 0.0 | 0.1
COC(=O)C1=C(C)N(Cc2ccco2)C(=O)/C1=C\c1ccc([N+](=O)[O-])cc1 | 4.0 | -1.3 | -1.0 | -115.8 | 7.7 | -52.7 | i | 1.3 | -0.2
CCOc1cc2[nH]c(=S)n(CCN3CCCCC3CC)c(=O)c2cc1OCC (centres undefined) | -6.4 | 0.4 | 1.0 | -8.9 | -0.8 | -88.8 | i | 0.2 | -0.5
CCOC(=O)C1=C(COC(=O)/C=C/c2cccc(OC)c2)NC(=O)NC1C (centres undefined) | -5.6 | 1.1 | -8.9 | 8.9 | 5.5 | -1.6 | nt | -4.7 | -0.7
O=C(COc1cccc(F)c1)N1c2ccccc2Sc2ccccc21 | 20.0 | nt | -4.7 | -2.9 | -1.8 | 17.0 | i | 1.2 | -0.1
COc1ccc(NC(C)=O)cc1NC(C)C(=O)Nc1cccc2ccccc12 (centres undefined) | -3.3 | 0.1 | 1.0 | -4.5 | -2.5 | 8.3 | i | -4.2 | 0.1
COc1ccc(CCN=C(N)NS(=O)(=O)c2cccs2)cc1OC | -1.8 | -1.0 | 1.5 | 2.0 | 1.9 | -20.4 | i | -3.3 | -0.9
COc1cc(NC(=O)COn2nnc3ccc(S(C)(=O)=O)cc32)cc(OC)c1 | -2.7 | 0.2 | -1.5 | -1.1 | 1.9 | -7.6 | i | 2.3 | 0.1
